TCR act – activators of T cell receptors. 330,000 tested, under 10 active. primary human leukocytes, anti-CD3, IL-2 HTRF, 48 h. Potency, µM (top dose mostly 9.22 µM), without a hit: at the top dose activation of IL-2 secretion, actives largely listed as activators. AID 504894; further: % of control where 0% means no effect
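Using a-CD3 beads without co-stimulation, primary human leukocytes were exposed to compounds for 48 hr. An HTRF IL-2 kit measured the cytokine, with europium-to-d2 energy transfer producing emission at 665nm upon 320nm excitation.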
Mito fusion yeast – mitochondrial division inhibition or fusion activation. S. cerevisiae fusion-defective mutant growth rescue, CellTiterGlo 48 h. Potency, µM (titrated, usually from 46.1 µM), without a hit: at the top dose growth rescue (activation), actives largely listed as activators. actives 0.23% (n = 320,000). AID 485298;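 further: potency means the concentration at half of the fitted maximal effect; % of control where 0% means no effect; nearly all actives have a fitted effect of over 45% in size; temperature-sensitive fusion mutants such as fzo1-1 at 37 °C on non-fermentable ethanol glycerol medium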
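S. cerevisiae fusion-defective temperature-sensitive mutants (e.g. fzo1-1, mgm1-5) grown 48 h at 37C in YPEG (ethanol/glycerol non-fermentable) medium with 23 nl compound per well; growth rescue read as CellTiterGlo luminescence.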
Eya2 inh – Eya2 (human) phosphatase inhibition | Potency, µM (titrated, usually from 76.9 µM), for the others: at the highest dose activity, negative = inhibition, most hits filed as inhibitors | recombinant Eya2, OMFP fluorescence dephosphorylation (OMFP is methylfluorescein phosphate) | actives 0.006% (n = 330,000) | O00167; further: potency means the concentration at half of the fitted maximal effect; on the % scale 0 is the no-effect control and ±100 the full control effect
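Eya2 protein (added as 0.2 uM solution) was preincubated with compound for 10 min at ambient temperature in 50 mM HEPES pH 7.5, 50 mM NaCl, 5 uM MgCl2, 0.05% BSA, 1 mM DTT. OMFP (added at 50 uM) then reacted 10 min; fluorescence read at 485/525 nm.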
BCR signal inh – inhibitors of chronic active B-cell receptor signaling. ABC-DLBCL IkBa-CBG/CBR reporter, luminescence ratio, 4 h. Potency, µM (highest dose often 46.1 µM), for the others: top-dose ratio change, negative = lower green/red ratio, usual class: inhibitors. actives 0.05% (n = 340,000); active means well fitted inhibition curve with a large enough effect in the signal ratio, with a control signal flat, not every such curve was filed as active; inconclusive means small, poorly fitted or top-dose-only effect, or effect the other way, or a change in a side signal; the % refers to the signal ratio;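 further: potency means the concentration at half of the fitted maximal effect; plate controls were basal doxycycline-induced cells for no effect and cells given 10 µM MG132 for full effect; MG132 reads +100%, hits lower the ratio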
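Cell line TMD8 (human ABC DLBCL), stably expressing tet-inducible CBG68-IkBa fusion and CBR; IMDM/0.5% FBS; cpd up to 46 uM; dox induction, 4 h, 37C/5% CO2; dual luminescence; green/red ratio; MG132 control.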
USP2a inh – inhibitors of human ubiquitin-specific protease USP2a. USP2 core, Ub-CHOP2 coupled fluorogenic reporter, 485/531. Potency, µM (top dose mostly 38.3 µM), for inactives: top-dose activity change, negative = inhibition, actives largely listed as inhibitors. actives 0.01% (n = 330,000). O75604;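 further: potency means the concentration at half of the fitted maximal effect; plate controls were DMSO wells for no effect and full inhibition by NEM control for full effect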
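Cell-free coupled assay: 10nM USP2 core preincubated 30min RT with compound in Tris-HCl pH 8.0/CaCl2/CHAPS buffer, then 25nM Ub-CHOP2 and 25nM reporter substrate; fluorescence (Ex 485/Em 531) read after 60min RT, normalized to NEM inhibition, concentration-response curves fitted.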
ELG1 DNA repair – inhibitors of ELG1-dependent DNA repair in HEK293T cells; HEK293T ELG1-luciferase reporter, luminescence, 16 h; DNA damage induced by 5-fluorouridine; Potency, µM (top dose mostly 46.1 µM), for inactives: at the top dose activity change, negative = inhibition, actives largely listed as inhibitors; actives 2.3% (n = 330,000); further: potency means the concentration at half of the fitted maximal effect; on the % scale 0 is the no-effect control and ±100 the full control effect; nearly all actives have a fitted effect of over 55% in size
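DMSO vehicle served as the neutral condition. Each well held 2,000 cells given 5-fluorouridine plus compound; after 16 hr at 37 °C/5% CO2, ONE-Glo was added and luciferase measured 30 min later.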
B2AR arrestin – agonists driving beta-arrestin recruitment to human beta2-adrenergic receptor; P07550; Potency, µM (doses to about 46.1 µM), without a hit: at the top dose activation, hits mostly activators; beta-arrestin recruitment to beta2AR, cell-based reporter; actives 0.02% (n = 330,000); AID 492947;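 further: potency means the concentration at half of the fitted maximal effect; 0% = DMSO controls and full agonism = EC100 isoproterenol or metaproterenol; nearly all actives have a fitted effect of over 65% in size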
Target sequence (P07550 whole entry, looked up): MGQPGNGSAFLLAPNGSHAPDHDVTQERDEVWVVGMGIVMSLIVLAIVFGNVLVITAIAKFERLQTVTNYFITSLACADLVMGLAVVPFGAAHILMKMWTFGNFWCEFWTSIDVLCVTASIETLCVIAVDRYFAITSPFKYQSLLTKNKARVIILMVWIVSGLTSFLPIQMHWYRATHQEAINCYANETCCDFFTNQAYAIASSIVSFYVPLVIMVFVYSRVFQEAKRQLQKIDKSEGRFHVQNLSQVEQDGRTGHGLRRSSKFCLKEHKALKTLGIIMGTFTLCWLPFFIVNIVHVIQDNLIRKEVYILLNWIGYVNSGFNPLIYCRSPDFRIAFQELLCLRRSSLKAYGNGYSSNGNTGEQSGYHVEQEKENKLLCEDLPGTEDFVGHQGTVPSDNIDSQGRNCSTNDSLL
Tb PFK block – T. brucei PFK enzyme inhibition; O15648; T. brucei PFK, ADP-Glo luminescence; Potency, µM (doses to about 57.5 µM), without a hit: at the top dose activity, negative = inhibition, most hits filed as inhibitors; actives 0.17% (n = 330,000);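 further: potency means the concentration at half of the fitted maximal effect; 0% = uninhibited 1x PFK enzyme wells and -100% = no-enzyme wells; nearly all actives have a fitted effect of over 60% in size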
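Activity is normalized to no-enzyme wells (full inhibition) and 1.25 nM enzyme wells (no inhibition). Reaction: 0.5 mM F6P, 0.1 mM ATP, 45 min RT, ADP-Glo luminescence; concentration-response curves fitted and classed by quality.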
uPA generation – inhibitors of cell surface uPA generation | cell surface uPA generation assay, qHTS | Potency, µM (highest dose often 38.3 µM), without a hit: at the top dose activity change, negative = inhibition, hits mostly inhibitors | actives 0.31% (n = 330,000) | AID 540303; active means well fitted inhibition curve with a large enough effect; inconclusive means small, poorly fitted or top-dose-only effect; inactive means no such curve, though single readings can be large or run the other way; tested in mouse RAW 264.7 cells; further: potency means the concentration at half of the fitted maximal effect; on the % scale 0 is the no-effect control and ±100 the full control effect; nearly all actives have a fitted effect of over 55% in size
PTAP TSG101 blk – blocks PTAP/TSG101 interaction to inhibit HIV-1 budding. Q99816. Fluorescence polarization, FITC-PTAP peptide / Tsg101 binding. Potency, µM (highest dose often 115 µM), for the others: at the highest dose activity change, negative = inhibition, usual class: inhibitors. 340,000 tested, under 10 active. AID 493005; active means well fitted inhibition curve with a large enough effect in the main read-out, with a control signal flat, not every such curve was filed as active; inconclusive means small, poorly fitted or top-dose-only effect, or effect the other way, or a change in a side signal; inactive means no such curve, though single readings can be large or run the other way; further: potency means the concentration at half of the fitted maximal effect; % of control where 0% means no effect
Target sequence (Q99816 whole entry, looked up): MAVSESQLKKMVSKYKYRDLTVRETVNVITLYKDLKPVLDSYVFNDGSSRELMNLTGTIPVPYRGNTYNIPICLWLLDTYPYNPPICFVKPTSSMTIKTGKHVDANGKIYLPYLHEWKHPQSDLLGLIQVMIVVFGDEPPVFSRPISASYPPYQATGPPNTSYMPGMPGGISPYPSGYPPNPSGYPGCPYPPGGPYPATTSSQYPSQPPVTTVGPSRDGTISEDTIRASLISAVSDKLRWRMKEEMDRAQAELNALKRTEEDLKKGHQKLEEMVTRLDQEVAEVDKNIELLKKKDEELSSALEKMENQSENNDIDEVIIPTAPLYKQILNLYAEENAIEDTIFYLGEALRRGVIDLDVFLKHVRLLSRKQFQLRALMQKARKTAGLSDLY
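Fluorescence polarization binding of Tsg101 binding domain (10 uM final) to FITC-labeled PTAP peptide (50 nM final) in HEPES pH 7.5 buffer with NaCl, Tween 20, EDTA, TCEP. Compounds added before peptide; binding 20 min at RT.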
TSHR antagonist – human thyrotropin receptor antagonism. TSHR-expressing cells, TSH-stimulated cAMP HTRF, 2 h; hits give low values. activity change, negative = inhibition, % at 11.5 µM. actives 0.2% (n = 330,000);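 active means activity change below a set negative limit, meaning inhibition stronger than a set level, cut at about -70% in these data; inconclusive means activity change between two set negative limits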; further: on the % scale 0 is the no-effect control and ±100 the full control effect
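Cell-based HTRF cAMP assay; TSHR cells + compound, TSH EC80 (4nM final), 2 h, 37 deg C. Lysis with anti-cAMP cryptate and cAMP-d2, 30 min RT, read 665/620 nm.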
Active calls of the source: *; ? = inconclusive; · = no result given; [ ] = remark or other dose. Unless noted, the call rests on the fitted dose curve; in most records, active means well fitted curve in the direction sought with a large enough effect; inconclusive means small, poorly fitted or top-dose-only effect, or another doubt; inactive means no such curve, though single readings can be large; an effect the other way counts as inactive or inconclusive.

SMILES | TCR act | Mito fusion yeast | Eya2 inh | BCR signal inh | USP2a inh | ELG1 DNA repair | B2AR arrestin | Tb PFK block | uPA generation | PTAP TSG101 blk | TSHR antagonist
O=C(NCCc1ccc(Cl)cc1)c1ccc(OCC2CCCO2)cc1 (configuration not stated) | 3% | -6% | -1% | 3% | 1% | ? | -1.2% | 0% | 1% | 0% | -19
O=C(NCc1ccccc1F)C1CCCN1C(=O)Nc1cccc(F)c1 (configuration not stated) | -1% | -5% | 0% | ? | 3% | -9% | -0.3% | 1% | 6% | -2% | 13
COc1ccc(C(=O)NCCSCc2ccccc2)cc1OC | 6% | -2% | -14% | ? | 0% | -10% | 0.0% | -2% | 0% | -1% | -4
CC12CCC(C(=O)OC3CCCCC3)(OC1=O)C2(C)C (configuration not stated) | 2% | 3% | 5% | 4% | -1% | 3% | -0.4% | 1% | -12% | 0% | -6
NC(N)=NS(=O)(=O)c1ccc(NC(=S)NC(=O)/C=C/c2cccs2)cc1 | -4% | 2% | 14% | -1% | 9% | -3% | 0.0% | 0% | 0% | -5% | 22
CC(=O)Nc1ccc(NC(=O)CC2Nc3cccc4cccc(c34)NC2=O)cc1 (configuration not stated) | 4% | 0% | 10% | -4% | 1% | -27% | 0.3% | 0% | 1% | -1% | 2
Cc1cc2c(cc1S(=O)(=O)CCC(=O)Nc1cccc(C(F)(F)F)c1)OCC(=O)N2 | -8% | -2% | -8% | -8% | 0% | 2% | 0.2% | -2% | 6% | -10% | -11
CC(C)S(=O)(=O)N1CCCC(C(=O)c2cccc(Cl)c2)C1 (configuration not stated) | -4% | 2% | -1% | ? | 0% | -18% | -0.3% | 0% | · | 1% | -5
CNC1(C(N)=O)CCNCC1 | -5% | -10% | -24% | ? | 0% | -5% | -0.2% | -21% | 3% | 0% | 11
COc1ccc(CC(=O)NNS(=O)(=O)c2ccc(F)cc2)cc1OC | -1% | 0% | -2% | 7% | 9% | 2% | -1.0% | -2% | 12% | 0% | 17
CCC(C(=O)NNC(=O)c1cnccn1)c1ccccc1 (configuration not stated) | -7%[46.1 µM] | -1% | 7% | 0% | 3% | -12% | -0.3% | -6% | -4% | -1% | 6
COc1ccc(S(=O)(=O)NCc2c(-c3ccccc3)noc2C)c(OC)c1 | -8% | 5% | 5% | 2% | 3% | 6% | 2.5% | 4% | 1% | 0% | 2

The closing 2 compounds of the section before come first, to join the parts.
SMILES | TCR act | Mito fusion yeast | Eya2 inh | BCR signal inh | USP2a inh | ELG1 DNA repair | B2AR arrestin | Tb PFK block | uPA generation | PTAP TSG101 blk | TSHR antagonist
CCC(C(=O)NNC(=O)c1cnccn1)c1ccccc1 (configuration not stated) | -7%[46.1 µM] | -1% | 7% | 0% | 3% | -12% | -0.3% | -6% | -4% | -1% | 6
COc1ccc(S(=O)(=O)NCc2c(-c3ccccc3)noc2C)c(OC)c1 | -8% | 5% | 5% | 2% | 3% | 6% | 2.5% | 4% | 1% | 0% | 2
O=C(CCSc1ccccc1Cl)Nc1cccc([N+](=O)[O-])c1 | 1%[46.1 µM] | 15% | -4% | ? | -2% | ? | 4.3% | -3% | -1% | -3% | -3
CC(Sc1nc(N)cc(=O)[nH]1)C(=O)NCC(=O)Nc1ccc(F)c(F)c1F (configuration not stated) | -18% | 1% | 4% | 0% | 1% | 10% | 0.4% | -3% | -1% | -4% | -8
O=C(Cc1cccs1)N1CCN=C1SCc1ccc(F)cc1 | 1% | 2% | 1% | -7% | 1% | -8% | 0.4% | 0% | -5% | 1% | 7
CCOC(=O)Nc1ccc(S(=O)(=O)N2CCOCC2)cc1 | 2% | 0% | 15% | 7% | 1% | -1% | 0.2% | 14% | 1% | -3% | -1
COc1cc(C(C)=O)ccc1COc1ccc(C(=O)OCC(=O)NC2CCS(=O)(=O)C2)cc1OC (configuration not stated) | -2%[46.1 µM] | 0% | -2% | ? | -7% | ? | -3.7% | -8% | -5% | -5% | 2
CCCCNCc1cc2ccccc2o1 | 13% | -4% | 6% | ? | -2% | ? | -0.6% | 0% | 3% | -8% | -3
Cc1ccc(S(=O)(=O)N2CC3(C)CN(S(=O)(=O)c4ccc(C)cc4)CC(C)(C2)C3=O)cc1 | 6% | 0% | -1% | -2% | 1% | 9% | -0.6% | -3% | · | -4% | -9
CC(=O)Oc1ccccc1C(=O)OCCN=C1NS(=O)(=O)c2ccccc21 | -4% | -1% | -2% | -4% | 2% | -1% | 0.4% | 3% | 3% | -1% | -6
COc1ccc(Cc2nc3ccc(C(=O)NC(C)Cc4ncccc4C)cc3o2)cc1OC (configuration not stated) | 1% | 2% | 1% | ? | -1% | ? | 0.1% | -2% | 2% | -1% | -10
COc1ccc(N2CCN(C(=O)c3sc4ncn(CC(=O)N5CCCCC5)c(=O)c4c3C)CC2)cc1 | -6% | -6% | -2% | 4% | 1% | -3% | 0.0% | -1% | -11% | -4% | -5
COc1ccc(C2CC(c3cccs3)=NN2c2ccc(C=O)cc2)cc1 (configuration not stated) | -2%[46.1 µM] | 22µM* | ? | ? | ? | -12% | -0.7% | 2% | -1% | ? | 8
CCCn1c(=S)[nH]c2cc(C(=O)N3CCc4ccccc43)ccc2c1=O | 3% | -4% | 1% | 1% | -2% | -22% | 0.1% | 1% | 3% | -3% | -17
COc1ccc(OC)c(C2=NOC(C(=O)Nc3ccc4c(c3)OCCO4)C2)c1 (configuration not stated) | -3% | 6% | 12% | -12% | 5% | 6% | -0.4% | 1% | -6% | 2% | -7
Cc1cc(C(=O)NNC(=O)c2ccc(Cl)cc2)c2ccccc2n1 | 1% | 0% | -23% | -15% | 0% | -13% | -0.2% | 0% | -2% | 4% | -4
Cc1cc(N(C)C)c(C#N)c(N2CCCCC2)n1 | 1% | 10% | -7% | ? | 2% | 0% | -0.4% | -1% | 2% | 2% | -8
O=C(NCCN1CCCC1)c1ccc(Br)cc1 | -7% | -1% | -7% | 0% | 2% | -19% | -0.3% | -3% | -1% | -3% | 5
CC1CCCC/C1=N\NC(=S)NCCc1ccccc1 (configuration not stated) | 1% | 5% | 14% | ? | -1% | -3% | ? | 1% | -11% | -1% | 16

In the list so far, 5 have fluorine:
SMILES | TCR act | Mito fusion yeast | Eya2 inh | BCR signal inh | USP2a inh | ELG1 DNA repair | B2AR arrestin | Tb PFK block | uPA generation | PTAP TSG101 blk | TSHR antagonist
O=C(NCc1ccccc1F)C1CCCN1C(=O)Nc1cccc(F)c1 (configuration not stated) | -1% | -5% | 0% | ? | 3% | -9% | -0.3% | 1% | 6% | -2% | 13
Cc1cc2c(cc1S(=O)(=O)CCC(=O)Nc1cccc(C(F)(F)F)c1)OCC(=O)N2 | -8% | -2% | -8% | -8% | 0% | 2% | 0.2% | -2% | 6% | -10% | -11
COc1ccc(CC(=O)NNS(=O)(=O)c2ccc(F)cc2)cc1OC | -1% | 0% | -2% | 7% | 9% | 2% | -1.0% | -2% | 12% | 0% | 17
CC(Sc1nc(N)cc(=O)[nH]1)C(=O)NCC(=O)Nc1ccc(F)c(F)c1F (configuration not stated) | -18% | 1% | 4% | 0% | 1% | 10% | 0.4% | -3% | -1% | -4% | -8
O=C(Cc1cccs1)N1CCN=C1SCc1ccc(F)cc1 | 1% | 2% | 1% | -7% | 1% | -8% | 0.4% | 0% | -5% | 1% | 7
